High-throughput results: PubChem, National Center for Advancing Translational Sciences (NCATS)
KDM5B inhibitor: Primary screen for KDM5B Histone Demethylases FDH-coupled qHTS. KDM5B demethylase, FDH-coupled NADH fluorescence (FDH is formaldehyde dehydrogenase). Potency, µM (doses to about 57.7 µM), inactives show top-dose activity change, negative = inhibition, hits mostly inhibitors. 220,000 tested, 2.6% active. Lysine-specific demethylase 5B (Homo sapiens), Q9UGL1; active = well fitted inhibition curve with a large enough effect; inconclusive = small, poorly fitted or top-dose-only effect; inactive = no such curve, though single readings can be large or run the other way; also: 0% is about no effect; nearly all actives have a fitted effect of over 70% in size
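Coupled FDH/NAD⁺ fluorescence readout. KDM5BΔAP 200 nM final; compound titration, 10 min RT preincubation; substrate mix 12.5 µM H3K4me3, 25 µM 2-OG, 50 µM Fe(II), 100 µM ascorbate, 0.25 mM NAD⁺, 0.25 U/mL FDH; ΔRFU over 30 min.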
The depositor's hits bear a star; i = inactive; ? = inconclusive; [ ] = remark or other dose. Potency is read from the fitted curve at half-maximal effect. This is a subset; rates above refer to the full screens.

SMILES	KDM5B inhibitor
CC(C)NC(=O)NC(=O)COC(=O)c1cc(-c2cccs2)nc2ccccc12	?
Cc1ccc(Cn2ccn3nc4c(c3c2=O)CCCC4)cc1	-4.2%
Cc1ncc([N+](=O)[O-])n1Cc1ccc(Cl)cc1	21.7%
CC(C)N1C(=O)N(c2cccc(Cl)c2)C(C)(O)CC1(C)C (configuration not stated)	22.3%
CC(NC(=O)c1cc2ccccc2oc1=O)c1ccc(C(F)(F)F)cc1 (configuration not stated)	?
O=C(Nc1cccc(-c2nc3cc(Cl)ccc3o2)c1)c1ccccc1	13.1%
O=C(NCc1ccc(F)cc1)c1ccc(Nc2ncc(-c3cccc(F)c3)cn2)cc1	?
O=C(c1ccccc1)N1CCN(Cc2c[nH]c3ccccc23)CC1	?
Cc1ccc(C)c(C(=O)CCC(=O)N2CCN(c3ncccn3)CC2)c1	10.8%
CC(=O)Nc1ccc(NC(=O)CCc2nc3cccnc3n2Cc2cccs2)cc1	?
O=C(c1ccc(F)cc1)N1CCCC2(CNc3ccccc3[S+](=O)([O-])N2)C1 (configuration not stated)	-7.3%
CCOC(=O)c1ccc(NC(=O)CC(=O)Nc2ccc3nc4n(c(=O)c3c2)CCCCC4)cc1	?
OCCN1CCN(C(c2ccccc2Cl)c2sc3nc(-c4ccco4)nn3c2O)CC1 (configuration not stated)	?
O=C(N[C@@H]1COCC[C@@H]1Oc1ccc(F)cc1)c1cccn2cnnc12	?
Cc1ccc(S(=O)Cc2nc(-c3ccc(C(=O)NCc4cccnc4)cc3)oc2C)cc1 (configuration not stated)	-4.6%
O=S(=O)(c1cnc[nH]1)N1CCC(c2nc(CCOCC3CCOCC3)no2)C1 (configuration not stated)	8.0%
O=C(O)/C=C/C(=O)NCC1CCC(CNC(=O)/C=C/C(=O)O)CC1 (configuration not stated)	?
CC(=O)Nc1ccc(CN2CCCC(c3nc4ccc(F)cc4c(=O)[nH]3)C2)cc1 (configuration not stated)	17.6%
COC[C@@H]1CN(C(=O)COc2ccccc2)C[C@H]1c1nc(C)no1	23.4%
N#Cc1nc(Cc2cccc3ccccc23)oc1N1CCCCC1	-6.6%
O=C(CN1C(=O)NC2(CCOCC2)C1=O)NCc1ccccc1	-10.8%
CCN(CC)C(=S)SCc1ccc(-c2csnn2)cc1	-12.9%
CN(Cc1ccccc1C(F)(F)F)C(=O)c1ccc(F)cc1	16.1%[86.2 µM]
Cc1cccnc1NC(=O)C1c2ccccc2C(=O)N(C2CCCC2)C12CCCC2 (configuration not stated)	15.8µM*
CCOc1cc(C(c2c(C)[nH][nH]c2=O)c2c(C)[nH][nH]c2=O)ccc1OCc1ccc(F)cc1	?
SMILES	KDM5B inhibitor
CCOC(=O)c1cnc2c(ccc3ccccc32)c1Nc1ccc(Cl)cc1	?
CCOC(=O)N1CCN(Cc2nc3cc(NC(=O)CC(C)C)ccc3n2C(C)C)CC1	1.9%
CC(Oc1ccc(F)cc1)C(=O)N1CCN(c2nccs2)CC1 (configuration not stated)	21.3%
Cc1ccc(Cl)cc1NC(=O)c1nc2ccccc2nc1N1CCCC1	17.1%
CCN(CC)CCOC(=O)c1ccc(NC(=O)Cn2ncc3c([nH]c4ccc(C)cc43)c2=O)cc1	-16.4%
CN(C)c1cccc(C(=O)Nc2nc3ccc(S(=O)(=O)N4CCCC4)cc3s2)c1	-22.2%
Cc1ccc(COC(=O)Cn2cnc3c2c(=O)n(C)c(=O)n3C)cc1	-2.3%
COc1cccc(-c2ccc3c(N)c(C(=O)c4ccc(F)cc4)sc3n2)c1	-26.1%
Cc1cccc(C(=O)N2CCCC(Nc3ccc(F)c(F)c3)C2)n1 (configuration not stated)	-27.9%
COc1ccc(C2=NS(=O)(=O)N(C)C(C(=O)Nc3ccn(Cc4ccccc4C)n3)=C2)cc1	-8.0%
CC(NO)C(C)(C)NO (configuration not stated)	-5.9%
COC(=O)CN1C(=O)C(C)(C)c2cc(S(=O)(=O)Nc3ccc(C(C)C)cc3)ccc21	15.7%[11.5 µM]
CCn1nccc1C(=O)N1CCCC(c2nnc(Cn3cccn3)n2C)C1 (configuration not stated)	-4.7%
Nc1nc(NCc2ccccc2)sc1C(=O)c1ccc(Cl)cc1	-6.4%
CCN(C(=O)C(=O)c1c[nH]c2ccccc12)c1ccccc1	-22.5%
Cc1noc(C)c1-c1nccc2c(=O)cc(N(C)C3CCOCC3)oc12	?
Cc1cn2cc(CNC(=O)c3ccc(CN4CCCN(C)CC4)[nH]c3=O)nc2s1	28.2µM*
NC(=S)N/N=C/c1ccc2cccc(OCc3ccccc3)c2n1	?
CC1=C(C(=O)OC(C)C)C(c2cccc(F)c2)N2C(CC(=O)NCc3ccco3)=CSC2=N1 (configuration not stated)	1.4%
CC1(C)CNC(=O)c2nc(C3CCCN(Cc4ccccc4)C3)[nH]c2C1 (configuration not stated)	-0.1%
CCc1cccc(NC(=O)CC2(C(=O)O)CCCCC2)c1	13.3%
O=C(NCc1nnc2c(-c3nc(C4CC4)no3)cccn12)c1cccc2[nH]ccc12	-6.7%
Cc1nn(CN2CCN(Cc3ccccc3)CC2)c(=O)c2ccccc12	-4.0%
Cn1c(SCc2ccc(F)cc2)nnc1-c1cnccn1	-19.0%
CCOC(=O)c1ccc(NC(=O)C2Cc3ccccc3CN2S(=O)(=O)c2ccc(Cl)cc2)cc1 (configuration not stated)	-15.0%

Quoted from the listing:
Entry for CCN(CC)CCOC(=O)c1ccc(NC(=O)Cn2ncc3c([nH]c4ccc(C)cc43)c2=O)cc1 in KDM5B inhibitor: -16.4%
Entry for O=C(NCc1nnc2c(-c3nc(C4CC4)no3)cccn12)c1cccc2[nH]ccc12 in KDM5B inhibitor: -6.7%

Next section
SMILES	KDM5B inhibitor
Cc1ccc(NC(=O)CN2C(=O)c3ccccc3Sc3ncccc32)c(C)c1	-28.4%
CCOc1ccc(C(=O)N2CCCN(c3cc(-c4ccc(OC)cc4)[nH]n3)CC2)cc1OCC	3.9%
CCCn1cnc2c1CN(C(=O)c1ccccc1)[C@H](C(=O)OC)C2	-7.7%[86.2 µM]
CN1CCN(c2nc3c(c(=O)[nH]2)CCN(Cc2ccc(F)c(Cl)c2)CC3)CC1	16.4%
COc1ccccc1NC(=O)Nc1ccc(=O)n2c1[C@@H]1C[C@@H](CN(C3CCN(C)CC3)C1)C2	-25.6%
CC(=O)c1cccc(NC2c3ccccc3C(=O)N2Cc2ccco2)c1 (configuration not stated)	-0.2%
Cc1ccc(NC(=O)Cn2c(-c3ccc(F)cc3)nc(C)c(CCO)c2=O)cc1	-0.2%
CCOc1ccc(NC(=O)N2CC3CCCN3c3ccccc32)cc1 (configuration not stated)	8.2%
COc1cccc(Nc2nc3ccccc3c3nncn23)c1	5.2%
CSc1ccc(CCNC(=O)c2sc3ncccc3c2-n2cccc2)cc1	?
CC1CCC2(CC1)NC(=O)N(CC(=O)Nc1cc(C(F)(F)F)ccc1Cl)C2=O (configuration not stated)	-2.7%
Oc1ccc(Br)cc1-c1cc(-c2ccccc2Cl)[nH]n1	-23.1%
CCOCCCNc1oc(/C=C/c2cc(OC)c(OC)c(OC)c2)nc1C#N	i
Cc1ccc(CNC(=O)Cn2cccc2C(=O)c2ccccc2C)cc1	-6.9%
CCC(=O)NCC(c1ccsc1)N(C)C (configuration not stated)	29.1%
Fc1cccc(CN2CCNc3cc(Nc4cccnc4)ncc3C2)c1	-17.1%[86.2 µM]
CCN(CC)c1cc2c(cc1F)c(=O)c(S(=O)(=O)c1ccccc1)cn2Cc1ccccc1	-35.9%
CCOc1ccc(-c2[nH]nc3c2C(c2cc(OC)c(OC)cc2OC)C(C#N)=C(N)O3)cc1OC (configuration not stated)	-9.2%
CC(Sc1ncnc2nc[nH]c12)C(=O)Nc1cccc2ccccc12 (configuration not stated)	7.7%
Cc1ccccc1C(=O)N1C(C(=O)NCc2ccccc2)COC12CCN(C(=O)c1ccco1)CC2 (configuration not stated)	-6.2%
COc1ccccc1-c1ccnc(N[C@H]2CO[C@H]3[C@@H]2OC[C@@H]3NC(=O)c2ccc(C(F)(F)F)cc2)n1	?
CC(C)N1CCC(OCCCNC(=O)C2Cn3cccc3C(=O)N2)CC1 (configuration not stated)	16.3%
CC(C)C1=NOC2(CCCN(C(=O)c3ccccn3)C2)C1 (configuration not stated)	3.8%[149 µM]
Cc1cccc(-c2cc(C3CCN(C(=O)Nc4ccccc4Cl)CC3)[nH]n2)c1	-4.7%
CN(Cc1nc(-c2ccccn2)no1)C(=O)C1CC2(CCNCC2)CN1 (configuration not stated)	-25.7%
SMILES	KDM5B inhibitor
O=C(Cc1ccc(F)cc1)N1CCC(c2nn(-c3ccccc3)c(=O)[nH]2)CC1	-8.4%
Cn1cc(-c2ccccc2Oc2ccccc2)c2nc(CN3CCNC(=O)C3)cn2c1=O	-26.6%[86.2 µM]
Cc1cn2nc(C(=O)N3CCC(C(=O)NC4CCC(C)CC4)CC3)cc2c(=O)[nH]1 (configuration not stated)	-9.3%
CC(C)=CC1C(C(=O)N(C)CC(=O)NC(C)(C)C)C1(C)C (configuration not stated)	-7.2%
CC(C)c1ccc(Nc2ncnc3c2c(-c2ccccc2)cn3-c2ccccc2)cc1	?
Cn1cc(C(=O)NCc2ccc(Cl)cc2)c(=O)c2cc(S(=O)(=O)N3CCCCCC3)ccc21	?
Cc1cc(OCC(=O)NCCCN(C)C)c2c(C)c(C)c(=O)oc2c1	?
O=C(O)C1CCc2nnc(C3CCCN([S+](=O)([O-])c4cc(C(F)(F)F)cc(C(F)(F)F)c4)C3)n21 (configuration not stated)	?
CCOC(=O)c1c(NC(=O)COc2cccc(C)c2C)sc2c1CCCCC2	-5.2%
Cc1c(-c2ccccc2)c(=O)oc2cc(OS(C)(=O)=O)ccc12	?
Clc1ccc(Nc2nc(NC3CCCC3)nc3c2cnn3-c2ccccc2)cc1	13.5%
O=C(COc1ccccc1)Nc1cccc2ncccc12	3.2%
O=C(CCn1nc(-c2ccc(F)cc2)ccc1=O)NCc1ccccc1	2.6%
O=C(NC[C@H]1OC[C@@H](NCc2ccccn2)[C@@H]1O)C1CCCC1	-7.0%[86.2 µM]
Cc1noc(C)c1[S+](=O)([O-])N1CCC2(CC1)C(=O)NN=C2c1ccncc1	13.3%
C[N+](C)(C)CCCC#CC#CCCC[N+](C)(C)C	-4.3%
CCN1CCN(c2c([N+](=O)[O-])cnc3ccc(Br)cc23)CC1	3.0%
Cc1cccc(-c2nccc3c(=O)cc(N4CCN(C)CC4)oc23)c1	35.5µM*
Cc1ccc(-n2c3c(cc(C(=O)Nc4cccc(Cl)c4)c2=O)C(=O)CC(C)(C)C3)cc1	5.4%
O=C(NCc1ccc(F)cc1)C1CCCN(C(=O)c2cccc(C(F)(F)F)c2)C1 (configuration not stated)	-7.0%
CC(=O)c1ccc(NC(=O)CCOc2ccccc2)cc1	-23.5%
COCCNC(=O)c1cccc2c1CCN2C(=O)C1CC1	-9.0%
CCc1cccc(C)c1NC(=O)c1cn2c3c(ccc(Cl)c3c1=O)OC(C)C2 (configuration not stated)	?
Cc1nc(C)c(C(=O)Nc2cccc(C)c2C)s1	6.2%
Cc1ccc(-c2nnc(C3CN(C(=O)c4ccc(Cl)s4)CC34CCOCC4)o2)cc1 (configuration not stated)	-6.7%

Molecules listed so far that have a nitro group on carbon (two):
SMILES	KDM5B inhibitor
Cc1ncc([N+](=O)[O-])n1Cc1ccc(Cl)cc1	21.7%
CCN1CCN(c2c([N+](=O)[O-])cnc3ccc(Br)cc23)CC1	3.0%

Six of the entries above in order of their number in KDM5B inhibitor, largest number first.
SMILES	KDM5B inhibitor
O=C(COc1ccccc1)Nc1cccc2ncccc12	3.2%
CCN1CCN(c2c([N+](=O)[O-])cnc3ccc(Br)cc23)CC1	3.0%
CCOC(=O)c1c(NC(=O)COc2cccc(C)c2C)sc2c1CCCCC2	-5.2%
Cc1ccc(-c2nnc(C3CN(C(=O)c4ccc(Cl)s4)CC34CCOCC4)o2)cc1 (configuration not stated)	-6.7%
O=C(NCc1ccc(F)cc1)C1CCCN(C(=O)c2cccc(C(F)(F)F)c2)C1 (configuration not stated)	-7.0%
COCCNC(=O)c1cccc2c1CCN2C(=O)C1CC1	-9.0%

Other entries follow:
SMILES	KDM5B inhibitor
Cc1ccc(NC(=O)CC2C(=O)NCCN2C(=O)c2ccc(F)cc2)cc1 (configuration not stated)	-2.5%
Cc1ccccc1NC1(c2nnnn2-c2ccccc2C)CCCC1	-10.4%
COc1ccc(C[C@H](NC(=O)C2=C[C@@H](NC(=O)CSCC(=O)O)[C@@H](O)[C@H](O)C2)C(N)=O)cc1	8.7%
COc1ccc(Cl)cc1NC(=O)Cn1c(=O)n(CCCC(=O)NCCc2ccc(OC)c(OC)c2)c(=O)c2ccccc21	?
Cc1ccc(-c2nc3cc(NC(=O)c4cc5ccccc5o4)ccc3o2)cc1	-2.4%
Cc1ccc(NC(=O)c2oc3ccc(S(=O)(=O)N4CCC5(CC4)OCCO5)cc3c2C)c(C)c1	?
CN1C[C@H](O)C[C@H]1c1nnc2n1CCN(C(=O)C1CCC1)CC2	-23.8%
CCC(=O)N1CCc2cc(S(=O)(=O)CCC(=O)NCc3ccc(F)cc3)ccc21	?
COc1ccc(CNC(=O)c2ccc3oc(C(C)C)nc3c2)cc1	3.1%

Of the compounds above, these contain bromine.
SMILES	KDM5B inhibitor
Oc1ccc(Br)cc1-c1cc(-c2ccccc2Cl)[nH]n1	-23.1%
CCN1CCN(c2c([N+](=O)[O-])cnc3ccc(Br)cc23)CC1	3.0%
